# Assay outcomes deposited in PubChem by Southern Research Specialized Biocontainment Screening Center.
# M. tuberculosis HTS: M. tuberculosis growth inhibition, HTS (AID 449762); inhibition, % at 25 µM; hits with a dose series show IC50 in µM; M. tuberculosis H37Rv growth inhibition, 7H9 media; higher % means a stronger effect; 330,000 compounds, 0.59% hits; in the data active means a potency from the dose series; inconclusive means inhibition above about 70% without an active follow-up result;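 further: bacterial growth assessed after seven days of incubation; strong numbers were not always called active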
# VEEV TC-83 Vero: inhibitors of VEEV TC-83 cytopathic effect, confirmation, Vero cells (AID 588727). 350,000 compounds, 0.13% hits. inhibition, % at 20 µM; hits with a dose series show IC50 in µM. Vero cells, VEEV TC-83 cytopathic effect inhibition; higher % means a stronger effect; in the data active means a potency from the dose series; inconclusive means inhibition mostly from about 14% at the one dose, without a potency; inactive means the rest, 99 in 100 with inhibition below about 12%; further: strong numbers were not always called active
# H1N1 NS1A inhibition: H1N1 influenza NS1A inhibitors, functional cell based assay (AID 504329); NS1A functional cell-based assay, percent inhibition; higher % means a stronger effect; inhibition, % at 12.5 µM, or IC50 in µM where a hit was titrated; 340,000 compounds, 0.3% hits; in the data active means a potency from the dose series; inconclusive means inhibition above about 27% without an active follow-up result; further: strong numbers were not always called active
# tuberculosis growth: growth inhibition of non-replicating M. tuberculosis (AID 488890) | Mycobacterium tuberculosis non-replicating, growth inhibition; higher % means a stronger effect | 320,000 compounds, 0.39% hits | inhibition, % at 25 µM; hits with a dose series show IC50 in µM; in the data active means a potency from the dose series; inconclusive means inhibition mostly from about 82% at the one dose, without a potency; inactive means the rest, 99 in 100 with inhibition below about 76%;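 further: plate controls were DMSO cells for no effect and high antibiotic wells for full effect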
# PhoP GFP inhibition: Inhibition of PhoP regulon, Salmonella typhi GFP reporter cells, confirmation, 4 h (AID 1850). inhibition, % at 50 µM; hits with a dose series show IC50 in µM. Salmonella Typhi PhoP-promoter GFP reporter, fluorescence, 4 h; higher % means a stronger effect. 310,000 compounds, 0.33% hits; in the data active means a potency from the dose series; inconclusive means inhibition mostly from about 25% at the one dose, without a potency; inactive means the rest, 99 in 100 with inhibition below about 19%;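 further: 0% = induced wells with vehicle and 100% = uninduced wells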
# VEEV TC-83 Vero 10K pilot screen: recorded beside VEEV TC-83 Vero, whose call it bears; inhibition, %; measured here: 10K pilot screen inhibition
# Numbers without * were called inactive; i = inactive; ? = inconclusive; · = not tested or not shown.
SMILES,M. tuberculosis HTS,VEEV TC-83 Vero,H1N1 NS1A inhibition,tuberculosis growth,PhoP GFP inhibition,others
CC(=O)c1c(C)nc(-c2ccc(Cl)cc2)nc1N=CN(C)C,1.9%,7.2%,-6.6%,7.8%,8.4%,
O=C(NCC(c1ccco1)N1CCCCC1)c1cnc(Cl)c(Cl)c1 (centres undefined),6.5%,1.0%,4.4%,10.5%,·,
O=C(Nc1ccc(Cl)cc1)c1ccc2ncsc2c1,1.2%,0.1%,18.4%,15.5%,5.0%,
CC(OC(=O)C1CCN(c2ccc(C(F)(F)F)cn2)CC1)C(=O)Nc1cccc([N+](=O)[O-])c1 (centres undefined),4.2%,6.9%,-7.6%,-0.1%,·,
Cc1cc(C)n(-c2cccc3cccnc23)n1,-8.5%,0.5%,-7.2%,·,-5.6%,
Cn1nc(C(C)(C)C)c([N+](=O)[O-])c1C(=O)Nc1cccc2ccccc12,?,3.7%,16.8%,24.9%,-0.6%,
NC(=O)c1c(NC(=O)C(=O)N2CCOCC2)sc2c1CCC2,-2.4%,0.4%,7.6%,3.8%,3.9%,
O=C(CCCCO)c1ccc(O)c(Cl)c1,1.7%,0.8%,3.9%,6.8%,-27.0%,
Cc1cc(Cl)c2ccc(Cl)cc2n1,-6.2%,0.2%,0.6%,-5.7%,2.8%,
COc1ccc(CS(=O)(=O)CC(C)(O)c2ccccc2Cl)cc1 (centres undefined),36.0%,i,-19.3%,-5.5%,1.8%,
Clc1ccc(-[n+]2c(-c3cccc(Br)c3)[nH]c3nc4ccccc4nc32)cc1,64.2%,4.5%,·,9.4%,1.2%,
Cc1ccc(C2CC(=O)C=C(Nc3ccc(Cl)cc3)C2)cc1 (centres undefined),9.1%,2.6%,-2.0%,8.5%,3.4%,
CN(CCOc1ccccc1)C(=O)C1CCC(=O)N(CCc2ccc(Cl)cc2)C1 (centres undefined),2.8%,5.6%,-5.2%,15.3%,-5.6%,
O=C(CSc1nc2ccc(Nc3nc(N4CCCC4)nc(N4CCCC4)n3)cc2s1)NCc1ccco1,-7.0%,2.8%,-16.8%,-3.1%,1.6%,
O=C(NNC(=S)Nc1ccc(Br)cc1)c1ccccc1Br,-4.6%,3.1%,14.3%,54.0%,1.7%,
OCc1nnn(-c2cccc(C(F)(F)F)c2)c1CO,-4.4%,1.2%,-2.0%,5.8%,3.3%,
Cc1cccc(NC(=O)CN2C(=O)N/C(=C\c3ccc(N4CCOCC4)cc3)C2=O)c1,-0.4%,i,-5.0%,-2.8%,-23.3%,VEEV TC-83 Vero 10K pilot screen=0.8
CC(C)CNC1CCS(=O)(=O)C1 (centres undefined),1.7%,i,-3.7%,-12.1%,7.6%,
CCCN1C(=O)N(C)C(N(O)C(=O)NC)C1(C)C (centres undefined),-7.4%,0.4%,-14.2%,-11.5%,1.1%,
CC(C)(C)C1CCC(C(=O)Nc2ccc(N3CCOCC3)cc2N2CCOCC2)CC1 (centres undefined),8.2%,8.1%,1.3%,20.0%,·,
CCC(C)(C)NC(=O)C(c1ccc(OC)cc1)N(C(=O)CCC(=O)Nc1cc(C)on1)c1cc(OC)ccc1OC (centres undefined),2.8%,0.6%,-1.7%,-17.8%,-1.3%,
O=C(C1=C[C@H](c2ccc(Br)cc2)C[C@H](OCCCCO)O1)N1CCN(Cc2ccc3c(c2)OCO3)CC1,37.0%,i,-3.0%,13.9%,-1.9%,
CCOC(=O)c1nnn(-c2nonc2N)c1CS(=O)(=O)c1ccccc1,2.4%,0.7%,0.1%,-1.8%,-2.7%,
OC(CN1CCCC1)Cn1ccc2ccccc21 (centres undefined),2.2%,2.2%,22.1%,30.9%,-3.6%,
Cc1noc(/C=C/N(C)C)c1S(=O)(=O)N1CCCC(C(=O)NC2CCCCC2)C1 (centres undefined),-5.9%,1.1%,34.0%,52.0%,5.8%,

# The list goes on (4 carried over from the part before).
SMILES,M. tuberculosis HTS,VEEV TC-83 Vero,H1N1 NS1A inhibition,tuberculosis growth,PhoP GFP inhibition,others
O=C(C1=C[C@H](c2ccc(Br)cc2)C[C@H](OCCCCO)O1)N1CCN(Cc2ccc3c(c2)OCO3)CC1,37.0%,i,-3.0%,13.9%,-1.9%,
CCOC(=O)c1nnn(-c2nonc2N)c1CS(=O)(=O)c1ccccc1,2.4%,0.7%,0.1%,-1.8%,-2.7%,
OC(CN1CCCC1)Cn1ccc2ccccc21 (centres undefined),2.2%,2.2%,22.1%,30.9%,-3.6%,
Cc1noc(/C=C/N(C)C)c1S(=O)(=O)N1CCCC(C(=O)NC2CCCCC2)C1 (centres undefined),-5.9%,1.1%,34.0%,52.0%,5.8%,
Cc1ccc(-c2nnc(-n3nc(C)cc3C)c3ccccc23)cc1,-4.2%,1.4%,3.8%,5.5%,-2.2%,
CCOC(=O)CCSc1nc(-c2ccc3c(c2)OCO3)cc(C(F)(F)F)c1C#N,12.2%,i,0.8%,-4.0%,-7.5%,
CSc1ccc(CN2CCN(C3CCCC3)C(CCO)C2)cc1 (centres undefined),-9.0%,i,5.6%,-11.4%,5.2%,
COC(=O)CN(c1nc(C)cc(OC)n1)S(=O)(=O)c1ccccc1,·,7.2%,-3.5%,·,·,
CCOP(=O)(c1c(F)c(F)c(F)c(F)c1F)C1(O)CCCCC1 (centres undefined),3.8%,1.5%,-1.4%,7.4%,-3.8%,
COc1cc(/C=N\NC(=O)C2CC3C=CC2C3)ccc1O (centres undefined),0.1%,1.3%,-6.6%,-2.8%,-4.1%,
COC/C=C/C1=CC2=CC(=O)C(C)(OC(=O)c3cnc4ccccc4n3)C(=O)C2=CN1Cc1ccco1 (centres undefined),-6.2%,2.3%,13.9%,8.2%,1.2%,
COc1cc(CN(CCc2c(C)[nH]c3ccc(C)cc23)C(=S)NC(C)(C)C)cc(OC)c1OC,-13.6%,3.1%,35.0%,·,-7.8%,
CCCNC(=O)c1ccc(N2CCC3(CC2)CC(c2ccc(Cl)cc2)=NO3)c([N+](=O)[O-])c1,13.5%,0.4%,4.4%,2.3%,9.1%,
C=CCNC(=S)N/N=C(\C)c1cccnc1,-7.6%,i,1.1%,64.3%,-4.4%,
O=C(NCCc1ccco1)C(=O)NCC1OCCCN1S(=O)(=O)c1ccc(Cl)cc1 (centres undefined),-7.2%,0.6%,-3.9%,-7.5%,-8.4%,
CC(C)NC(=O)N1CCOCCOCCN(C(=O)NC(C)C)CCOCCOCC1,·,i,2.4%,·,·,
COc1cc(N)ccc1-c1cc2ccccc2oc1=O,7.4%,5.1%,-2.5%,33.7%,-12.4%,
Cc1ccc(-n2nc(C(=O)NN)c(C)c(C#N)c2=O)cc1Cl,-7.7%,0.2%,-2.7%,14.8%,0.0%,
CC(=O)c1cccc(NC(=O)CSc2ccc(-c3ccco3)nn2)c1,-2.6%,i,-11.0%,44.7%,-10.1%,
CC(Oc1ccc(Cl)cc1Cl)C(=O)Nc1ccc(OCC(=O)O)cc1 (centres undefined),0.0%,1.4%,0.8%,4.7%,6.9%,
CCOC(=O)Nc1ccccc1C(=O)N1CCOCC1,-1.4%,2.3%,-48.6%,-6.3%,0.3%,
S=C(Nc1ccccc1)Nn1cnnc1,-9.7%,1.0%,3.1%,48.2%,-7.7%,
Cc1ccc(S(=O)(=O)CCc2nc3ccccc3[nH]2)cc1,1.6%,i,5.8%,10.6%,10.8%,
Cc1cc(C)cc(N(CC(=O)N2CCC(C)CC2)S(C)(=O)=O)c1,2.2%,0.5%,1.7%,-0.8%,-0.2%,
CC1CCN(c2ccc(NC(=O)Cc3ccccc3)cc2)CC1,1.8%,0.7%,3.2%,2.9%,2.4%,
CCOCCCN(Cc1ccco1)C(=O)c1cc2c(=O)[nH]c3ccc(C)cc3c2s1,-6.6%,7.8%,9.5%,8.5%,-2.7%,
Cc1nn(-c2ccccc2)c(Cl)c1C(=O)OCC(=O)NCCc1ccc(S(N)(=O)=O)cc1,·,8.4%,1.2%,·,·,
CC(=O)[C@@]1(O)CC[C@H]2[C@@H]3CC=C4C[C@@H](O)CC[C@]4(C)[C@H]3CC[C@@]21C,11.2%,1.1%,2.0%,11.3%,-4.9%,
O=C(c1cn[nH]c1)N1CCc2c([nH]c3ccccc23)C1c1c(F)cccc1Cl (centres undefined),51.9%,8.3%,15.2%,21.4%,-6.8%,

# Quoted from the entries so far for reference:
SMILES,M. tuberculosis HTS,VEEV TC-83 Vero,H1N1 NS1A inhibition,tuberculosis growth,PhoP GFP inhibition,others
CC(=O)[C@@]1(O)CC[C@H]2[C@@H]3CC=C4C[C@@H](O)CC[C@]4(C)[C@H]3CC[C@@]21C,11.2%,1.1%,2.0%,11.3%,-4.9%,
O=C(c1cn[nH]c1)N1CCc2c([nH]c3ccccc23)C1c1c(F)cccc1Cl (centres undefined),51.9%,8.3%,15.2%,21.4%,-6.8%,

# Following part.
SMILES,M. tuberculosis HTS,VEEV TC-83 Vero,H1N1 NS1A inhibition,tuberculosis growth,PhoP GFP inhibition,others
Cc1ccc(S(=O)(=O)N(C)Cc2ccc(C(=O)N/N=C/c3ccc(OC(F)F)cc3)cc2)cc1,-2.6%,i,-0.6%,-17.8%,1.1%,
COC(=O)c1cc2sccc2n1Cc1nc(-c2cccc(Cl)c2)oc1C,-3.8%,2.8%,2.4%,-29.2%,-6.7%,
CCOC(=O)CC(=O)Nc1ccn[nH]1,5.4%,4.7%,-23.9%,-10.0%,1.2%,
c1ccc2c(c1)OCC(c1csc3ncnc(N4CCOCC4)c13)O2 (centres undefined),-1.9%,1.1%,-0.5%,-6.4%,-8.5%,
CC(C)N(Cc1nc2ccccc2[nH]1)C(C)C,-3.6%,i,-21.7%,34.9%,14.3%,VEEV TC-83 Vero 10K pilot screen=0.3
COc1ccc(/C(C)=N/OCC(=O)Nc2nc3ccccc3s2)cc1,-3.1%,2.2%,3.0%,?,-13.2%,
CCC(C)Cn1c(C)nc2ccccc21 (centres undefined),5.9%,i,7.3%,3.9%,-6.8%,
O=[N+]([O-])c1ccc(N2CCN(c3ccccc3O)CC2)c(Cl)c1,12.5%,0.7%,7.7%,59.9%,9.2%,
Nc1c(N2CCOCC2)cc(Cl)c2nonc12,10.5%,1.9%,4.6%,8.8%,-23.9%,
CN1CCC(N(C)C(=O)c2ccc(Cl)c(S(=O)(=O)Nc3cc(Cl)ccc3Cl)c2)CC1,-3.2%,1.4%,-12.2%,11.3%,·,
CC12CCC(C(=O)Nc3ccccc3-n3cccc3)(CC1=O)C2(C)C (centres undefined),7.1%,0.5%,-1.7%,32.4%,-1.9%,
CC(Oc1ccccc1)c1ccn[nH]1 (centres undefined),-3.9%,0.1%,4.7%,-6.7%,0.0%,
O=C(Nc1ccc(-c2csc(-c3ccccc3)n2)cc1)c1ccccc1Cl,7.7%,0.2%,-5.2%,15.8%,-10.0%,
Cc1cc2c(c(C)c1Cl)C(c1ccc3c(c1)OCO3)CC(=O)O2 (centres undefined),·,0.4%,-7.2%,·,·,
COc1cc(-c2nnc(COc3ccc4ccccc4c3)o2)cc(OC)c1OC,-12.7%,0.7%,1.2%,4.8%,-12.3%,
CCN(CC(=O)Nc1c(F)cccc1F)C(=O)Cc1ccccc1,5.8%,1.5%,-1.7%,-5.2%,5.6%,
O=C(CCCN1C(=O)C(c2ccccc2)Oc2cccnc21)NCc1ccccc1F (centres undefined),2.0%,i,3.6%,2.5%,1.2%,
Cc1ccc(NC(=O)CC2Oc3ccc(C)cc3NC2=O)cc1 (centres undefined),·,i,9.0%,·,·,
O=C(c1cccc(Cl)c1)C1CCCN(C(=O)c2ccoc2)C1 (centres undefined),-3.0%,i,-2.8%,15.0%,3.7%,
CCOC(=O)NCCc1ccc(OC)cc1,2.7%,1.2%,0.9%,15.2%,-26.3%,
C(=Cc1c[nH]c2ccccc12)c1ccc2ccccc2n1,·,6.7%,-16.7%,·,·,
O=C(NC1CCc2ccccc21)c1cc(COc2ccc(F)cc2Cl)on1 (centres undefined),1.7%,1.4%,-14.1%,-5.9%,19.9%,
NNc1nc2ccccc2c(=O)n1Cc1ccccc1,-22.2%,2.5%,13.2%,41.4%,-7.0%,
COc1ccc(C(=O)NC2CCCc3ccccc32)cc1 (centres undefined),-6.3%,3.1%,-0.4%,62.3%,14.1%,
CCCOC(=O)c1c(-c2ccc(C)cc2C)csc1NC(=O)C1C2CCC(O2)C1C(=O)O (centres undefined),-2.8%,0.4%,-3.7%,41.8%,2.5%,
COc1ccc(OC)c(N2C(=O)NC(=O)/C(=C/c3ccc([N+](=O)[O-])s3)C2=O)c1,?,0.9%,10.8%,i,4.9%,
COc1ccccc1/C=C/C(=O)c1c2c(c(C)[nH]c1=O)CCCC2,-3.0%,20.3µM*,5.8%,41.7%,-6.7%,
Brc1ccc(-c2ccccc2)cc1,-6.9%,0.3%,-2.1%,·,·,
